Mtb BioA inh: blocks M. tuberculosis BioA enzyme activity | 360,000 compounds, 0.096% hits | inhibition, % at 9.99 µM | purified M. tuberculosis BioA enzyme, plate reader; in the data active = inhibition above about 40%
Numbers without * were called inactive; & = joins results of further samples. Not all compounds are listed; count on the stated rates, not on these rows.

SMILES | Mtb BioA inh
C[C@@H]1CN([C@H](C)CO)C(=O)c2cc(NS(=O)(=O)c3cn(C)cn3)ccc2O[C@@H](C)CCCCO[C@@H]1CN(C)C | -1.7
C[C@@H]1CN([C@H](C)CO)C(=O)c2cc(C3=CCCC3)cnc2O[C@H]1CN(C)C(=O)c1ccccn1 | 2.2
Cc1noc(C)c1S(=O)(=O)Nc1ccc2c(c1)C(=O)N([C@@H](C)CO)C[C@@H](C)[C@@H](CN(C)Cc1ccccc1)O2 | -2.6
C[C@@H]1CCCCO[C@@H](CN(C)Cc2ccc(Cl)c(Cl)c2)[C@H](C)CN([C@@H](C)CO)C(=O)c2cc(NS(=O)(=O)c3ccc(Cl)cc3)ccc2O1 | -2.5
CCCN(C[C@@H]1[C@@H](c2ccccc2)[C@H](CO)N1C(C)=O)C(=O)NC(C)C | -5.1&0.2
C[C@@H]1CN([C@H](C)CO)C(=O)c2cccc(NC(=O)c3ccncc3)c2O[C@H]1CN(C)C | 4.6
CO[C@@H]1CC[C@H]2CCN(C)C(=O)[C@@H](C)CN(C)C(=O)c3cccc(C#N)c3OC[C@H]1O2 | -2.6
Cc1noc(C)c1S(=O)(=O)N(C)C[C@H]1OCCCC[C@@H](C)Oc2ccc(NC(=O)CCC(F)(F)F)cc2C(=O)N([C@@H](C)CO)C[C@H]1C | 3.2
C[C@H](CO)N1C[C@H](C)[C@H](CN(C)Cc2cccc(F)c2)Oc2cc(-c3ccc(F)cc3)ccc2S1(=O)=O | 1.3
COc1cccc(-c2ccc3n(c2=O)C[C@@H]2[C@@H](CO)[C@H](C(=O)N(C)C)[C@H]3N2C(=O)c2cnccn2)c1 | -3.1
C[C@@H]1CCCCO[C@H](CN(C)Cc2ccncc2)[C@@H](C)CN([C@@H](C)CO)C(=O)c2cc(NC(=O)c3ccncc3)ccc2O1 | 0.4
COc1ccccc1NC(=O)N[C@H]1CC[C@H](CC(=O)NCc2ccc(Cl)c(Cl)c2)O[C@H]1CO | -1.3
C[C@H](CO)N1C[C@H](C)[C@@H](CN(C)Cc2ccc(Cl)c(Cl)c2)OCCCC[C@H](C)Oc2ccc(NC(=O)Nc3ccccc3)cc2C1=O | 0.2
C[C@H]1CN([C@@H](C)CO)C(=O)c2cc(NC(=O)CCN3CCOCC3)ccc2O[C@H]1CN(C)C(=O)Nc1ccc2c(c1)OCO2 | -2.5
C[C@H](CO)N1C[C@H](C)[C@@H](CN(C)C(=O)CCN2CCCCC2)Oc2ncc(C#Cc3ccccn3)cc2C1=O | -0.1
CC(=O)N(C)C[C@H]1Oc2ncc(C#Cc3ccccc3F)cc2C(=O)N([C@H](C)CO)C[C@@H]1C | -1.2
C[C@H](CO)N1C[C@H](C)[C@H](CN(C)C)OCCCC[C@H](C)Oc2ccc(NS(=O)(=O)c3ccc(F)cc3)cc2C1=O | -2.1
O=C(N[C@@H]1C=C[C@@H](CC(=O)N2CCN(c3ccccc3)CC2)O[C@H]1CO)c1ccncc1 | -1.4
COc1ccc(NC(=O)N(C)C[C@@H]2Oc3ncc(C#CC(C)(C)O)cc3C(=O)N([C@H](C)CO)C[C@@H]2C)cc1 | -0.8
O=C(C[C@H]1C[C@@H]2c3cc(NC(=O)NC4CCCCC4)ccc3O[C@@H]2[C@@H](CO)O1)NCC1CC1 | -1.2
Cc1noc(C)c1NC(=O)N(C)C[C@@H]1Oc2ccc(NS(=O)(=O)c3cn(C)cn3)cc2CC(=O)N([C@H](C)CO)C[C@@H]1C | -3.6
C/C=C/c1cnc2c(c1)C(=O)N([C@H](C)CO)C[C@@H](C)[C@H](CN(C)C(=O)NCCC)O2 | -1.7
Cc1ccc(S(=O)(=O)Nc2ccc3c(c2)CC(=O)N([C@@H](C)CO)C[C@@H](C)[C@@H](CN(C)C(=O)Nc2ccc(C(F)(F)F)cc2)O3)cc1 | 1.2
CCNC(=O)C[C@H]1CC[C@H]2[C@@H](COC[C@H](O)CN2C(=O)c2ccccn2)O1 | -2.0
N#C[C@@H]1[C@@H](c2ccc(-c3cccnc3)cc2)[C@H](CO)N1C(=O)C1CCOCC1 | 3.2

(next part)
SMILES | Mtb BioA inh
CCCN(C)C[C@@H]1Oc2cc(-c3ccccc3OC)ccc2S(=O)(=O)N([C@H](C)CO)C[C@@H]1C | 0.6
C[C@H](CO)N1C[C@H](C)[C@H](CN(C)Cc2ccc(Oc3ccccc3)cc2)Oc2ccc(NC(=O)C3CC3)cc2C1=O | 0.1
CO[C@@H]1CN(C)C(=O)c2cc(NC(=O)Cc3ccccc3)ccc2OC[C@@H](C)N(CC2CC2)C[C@H]1C | 1.4
C[C@@H]1CN([C@H](C)CO)C(=O)c2cc(NC(=O)c3ccncc3)ccc2O[C@@H](C)CCCCO[C@@H]1CN(C)C(=O)c1ccccc1 | -1.1
CN1CCCCN2[C@H](C1)[C@@H](c1ccc(C#CC3(O)CCCC3)cc1)[C@@H]2CO | 1.8
O=C(c1cccnc1)N1C[C@H]2[C@@H](c3ccccc31)[C@@H](CO)N2CC1CCCC1 | -2.8
COCCNC(=O)C[C@@H]1C[C@H]2c3cc(NC(=O)C4CCC4)ccc3O[C@H]2[C@@H](CO)O1 | 3.8
C[C@H](CO)N1C[C@H](C)[C@H](CN(C)C(=O)CN(C)C)Oc2cc(-c3cncnc3)ccc2S1(=O)=O | -2.0
COc1ccc(CN(C)C[C@H]2Oc3ccc(NC(=O)C4CC4)cc3C(=O)N([C@H](C)CO)C[C@@H]2C)cc1 | -1.8
C[C@@H]1CN([C@@H](C)CO)C(=O)Cc2cc(NS(=O)(=O)c3cn(C)cn3)ccc2O[C@@H]1CN(C)S(=O)(=O)c1ccc(Cl)cc1 | 17
C[C@@H]1CCCCO[C@@H](CN(C)Cc2ccncc2)[C@H](C)CN([C@H](C)CO)C(=O)c2cc(NS(=O)(=O)c3ccc(Cl)cc3)ccc2O1 | 0.1
C[C@@H]1CN([C@@H](C)CO)S(=O)(=O)c2ccc(-c3ccncc3)cc2O[C@@H]1CN(C)C(=O)Nc1ccc(F)cc1 | 0.2
COc1ccc(NC(=O)N2C[C@@H]3[C@H](c4ccccc42)[C@H](CO)N3C(=O)C2CCCC2)cc1 | -3.1
C[C@H](CO)N1C[C@H](C)[C@@H](CN(C)Cc2ccc(-c3ccccc3)cc2)Oc2c(cccc2N(C)C)C1=O | -0.4
Cc1noc(C)c1S(=O)(=O)Nc1ccc2c(c1)C(=O)N([C@H](C)CO)C[C@H](C)[C@H](CN(C)Cc1ccc3c(c1)OCO3)OCCCC[C@@H](C)O2 | 2.3
C[C@@H]1CN([C@@H](C)CO)C(=O)Cc2cc(NS(=O)(=O)c3ccc(Cl)cc3)ccc2O[C@@H]1CN(C)C(=O)NC1CCCCC1 | -0.6
COc1ccc(NC(=O)Nc2ccc3c(c2)C(=O)N([C@@H](C)CO)C[C@H](C)[C@H](CN(C)C(=O)C2CCCCC2)OCCCC[C@H](C)O3)cc1 | -0.4
COc1ccc(CNC(=O)C[C@@H]2C[C@H]3c4cc(NS(C)(=O)=O)ccc4O[C@H]3[C@@H](CO)O2)cc1 | -1.5
O=C(C[C@H]1C[C@@H]2c3cc(NC(=O)C4CCC4)ccc3O[C@@H]2[C@@H](CO)O1)NCc1cccc(F)c1 | 2.5
COc1ccc(-c2cn(CC[C@@H]3CC[C@@H](NS(=O)(=O)c4ccccc4C)[C@H](CO)O3)nn2)cc1 | 3.4
C[C@H]1CCCCO[C@H](CN(C)Cc2ccncc2)[C@@H](C)CN([C@@H](C)CO)C(=O)c2cc(NC(=O)Nc3ccccc3)ccc2O1 | 0.1
CC(=O)N1[C@H](CO)[C@H](c2ccccc2)[C@@H]1CN(C(=O)c1ccc(F)cc1)C(C)C | -0.5
Cc1noc(C)c1S(=O)(=O)Nc1ccc2c(c1)C(=O)N([C@@H](C)CO)C[C@H](C)[C@H](CN(C)C(=O)c1ccccc1)OCCCC[C@@H](C)O2 | -1.1
C/C=C/c1cnc2c(c1)C(=O)N([C@H](C)CO)C[C@H](C)[C@@H](CN(C)C(=O)Cc1ccccc1)O2 | -1.2
O=C(C1CC1)N1CCCCN2[C@H](CO)[C@@H](c3ccc(C#CC4CC4)cc3)[C@@H]2C1 | -0.5

Going on with the list:
SMILES | Mtb BioA inh
C[C@H](CO)N1C[C@H](C)[C@H](CN(C)C)Oc2ncc(C#Cc3ccc(F)cc3)cc2C1=O | 0.8&1.7
C/C=C/c1ccc2c(c1)O[C@H](CN(C)C(C)=O)[C@H](C)CN([C@@H](C)CO)S2(=O)=O | -0.7
Cc1ccc(S(=O)(=O)N[C@H]2CC[C@@H](CC(=O)N3CCC(Cc4ccccc4)CC3)O[C@@H]2CO)cc1 | 1.2
Cc1noc(C)c1NC(=O)Nc1ccc2c(c1)CC(=O)N([C@@H](C)CO)C[C@H](C)[C@@H](CN(C)C(=O)NC(C)C)O2 | -1.5
CCCNC(=O)C[C@@H]1CC[C@H]2[C@H](COc3ccc(NC(=O)c4ccc(C(F)(F)F)cc4)cc3C(=O)N2C)O1 | 5.2
CCCC#Cc1ccc2c(c1)O[C@@H](CN(C)CC1CC1)[C@@H](C)CN([C@H](C)CO)S2(=O)=O | -0.2
Cc1ccc(S(=O)(=O)N[C@@H]2CC[C@H](CCNS(=O)(=O)Cc3ccccc3)O[C@H]2CO)cc1 | 5.2
C[C@H]1CN([C@@H](C)CO)C(=O)c2cc(NC(=O)C3CC3)ccc2O[C@@H]1CN(C)Cc1ccc(Cl)c(Cl)c1 | -1.3
C[C@H](CO)N1C[C@H](C)[C@H](CN(C)C(=O)NC2CCCCC2)Oc2cc(/C=C/c3ccccc3)ccc2S1(=O)=O | 0.6
C[C@H](CO)N1C[C@H](C)[C@H](CN(C)C(=O)c2ccccc2)Oc2ncc(C#C[C@@H](C)O)cc2C1=O | -0.1
CCCC#Cc1ccc([C@H]2[C@@H](CO)N(C(=O)C3CC3)[C@H]2C#N)cc1 | -1.0
CO[C@@H]1CN(C)C(=O)c2ccc(NC(C)=O)cc2OC[C@H](C)N(Cc2ccccc2F)C[C@H]1C | 0.5
CC(C)NC(=O)Nc1ccc2c(c1)C(=O)N([C@H](C)CO)C[C@@H](C)[C@H](CN(C)S(=O)(=O)c1cn(C)cn1)OCCCC[C@H](C)O2 | -1.1
COc1ccc(NC(=O)Nc2ccc3c(c2)C(=O)N([C@H](C)CO)C[C@H](C)[C@@H](CN(C)C(=O)Nc2cccc4ccccc24)O3)cc1 | 0.6
CN(C)C(=O)c1ccc(-c2ccc([C@@H]3[C@@H](CO)N4CCCCN(Cc5cccnc5)C[C@H]34)cc2)cc1 | 1.5
O=C(N[C@@H]1CC[C@@H](CCNS(=O)(=O)c2ccccc2)O[C@@H]1CO)c1cnccn1 | -2.5
COCC(=O)Nc1ccc2c(c1)C(=O)N(C)C[C@@H](OC)[C@@H](C)CN(C(=O)c1ccccn1)[C@@H](C)CO2 | 3.7
C[C@H](CO)N1C[C@H](C)[C@H](CN(C)S(=O)(=O)c2ccc(Cl)cc2)Oc2ccc(NS(=O)(=O)c3ccccc3)cc2CC1=O | 3.8
CCNC(=O)Nc1ccc2c(c1)C(=O)N(C)[C@@H]1CC[C@H](CC(=O)NCc3ccc(F)cc3)O[C@H]1CO2 | 0.1
COc1ccccc1-c1ccc([C@@H]2[C@@H](CO)N3CCCCN(C(=O)NC4CCCC4)C[C@H]23)cc1 | -4.3
C/C=C/c1ccc([C@@H]2[C@@H](CN(CC)C(=O)CC)N(S(C)(=O)=O)[C@H]2CO)cc1 | -2.6
Cc1noc(C)c1NC(=O)N(C)C[C@@H]1Oc2cc(C#CCN(C)C)ccc2S(=O)(=O)N([C@H](C)CO)C[C@@H]1C | -0.2
C[C@@H]1CN([C@@H](C)CO)C(=O)c2cc(NC(=O)Nc3ccccc3)ccc2O[C@@H](C)CCCCO[C@H]1CN(C)C | 0.2
Cc1ccccc1S(=O)(=O)N(C)C[C@@H]1OCc2ccccc2-c2c(n(C)c3ccccc23)C(=O)N([C@@H](C)CO)C[C@@H]1C | -1.2
COCC(=O)N1CCCCN2[C@H](CO)[C@H](c3ccc(-c4ccc(F)cc4)cc3)[C@@H]2C1 | -2.3
CO[C@H]1CC[C@H]2CCN(C)C(=O)[C@@H](C)[C@H](OC)CN(C)C(=O)c3cc(C#N)ccc3OC[C@H]1O2 | -1.6
C[C@H](CO)N1C[C@H](C)[C@H](CN(C)S(C)(=O)=O)Oc2ncc(-c3cccc(C(F)(F)F)c3)cc2C1=O | -0.5
C/C=C/c1cnc2c(c1)C(=O)N([C@@H](C)CO)C[C@@H](C)[C@H](CN(C)C(=O)c1cccc(F)c1)O2 | 5.6
O=C(NCC[C@@H]1CC[C@H](NC(=O)c2ccccc2F)[C@H](CO)O1)c1cnccn1 | 1.1
CCCN(C)C[C@@H]1Oc2ncc(C#CCOC)cc2C(=O)N([C@@H](C)CO)C[C@@H]1C | -1.7

An excerpt of these results, in markdown:
| canonical_smiles | Mtb BioA inh |
| --- | --- |
| C[C@@H]1CN([C@H](C)CO)C(=O)c2cccc(NC(=O)c3ccncc3)c2O[C@H]1CN(C)C | 4.6 |
| CO[C@@H]1CC[C@H]2CCN(C)C(=O)[C@@H](C)CN(C)C(=O)c3cccc(C#N)c3OC[C@H]1O2 | -2.6 |
| Cc1noc(C)c1S(=O)(=O)N(C)C[C@H]1OCCCC[C@@H](C)Oc2ccc(NC(=O)CCC(F)(F)F)cc2C(=O)N([C@@H](C)CO)C[C@H]1C | 3.2 |
| C[C@H](CO)N1C[C@H](C)[C@H](CN(C)Cc2cccc(F)c2)Oc2cc(-c3ccc(F)cc3)ccc2S1(=O)=O | 1.3 |
| COc1cccc(-c2ccc3n(c2=O)C[C@@H]2[C@@H](CO)[C@H](C(=O)N(C)C)[C@H]3N2C(=O)c2cnccn2)c1 | -3.1 |
| C[C@@H]1CCCCO[C@H](CN(C)Cc2ccncc2)[C@@H](C)CN([C@@H](C)CO)C(=O)c2cc(NC(=O)c3ccncc3)ccc2O1 | 0.4 |
| COc1ccccc1NC(=O)N[C@H]1CC[C@H](CC(=O)NCc2ccc(Cl)c(Cl)c2)O[C@H]1CO | -1.3 |
| C[C@H](CO)N1C[C@H](C)[C@@H](CN(C)Cc2ccc(Cl)c(Cl)c2)OCCCC[C@H](C)Oc2ccc(NC(=O)Nc3ccccc3)cc2C1=O | 0.2 |
| C[C@H]1CN([C@@H](C)CO)C(=O)c2cc(NC(=O)CCN3CCOCC3)ccc2O[C@H]1CN(C)C(=O)Nc1ccc2c(c1)OCO2 | -2.5 |
| C[C@H](CO)N1C[C@H](C)[C@@H](CN(C)C(=O)CCN2CCCCC2)Oc2ncc(C#Cc3ccccn3)cc2C1=O | -0.1 |
| CC(=O)N(C)C[C@H]1Oc2ncc(C#Cc3ccccc3F)cc2C(=O)N([C@H](C)CO)C[C@@H]1C | -1.2 |
